# Screening results: PubChem, National Center for Advancing Translational Sciences (NCATS)
# HT1080 IDH1KD tx: toxicity to HT-1080 IDH1 knockdown cells (counter line). Potency, µM (series often up to 46.1 µM), without a hit: top-dose activity, negative = toxicity, usual class: cytotoxic. hit rate 2% among 360,000. HT-1080 IDH1 knockdown viability, ATP luminescence, 48 h;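 note: potency is the fitted concentration of half-maximal effect; 0% = DMSO wells and -100% = cell-free medium wells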
#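 Using the IDH1-knockdown HT-1080 line run in the same batch and compound series as the NT line, viability after 48 h at 37 °C was determined by CellTiter-Glo luminescence and expressed as % activity.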
# DRD3 agonist: activates the human D3 dopamine receptor; P35462; D3R DiscoveRx beta-arrestin cells, luminescence, 90 min; max activation, %; hit rate 0.58% among 410,000; AID 652048; in the data active = max activation above about 30%; note: 0% is about no effect; mostly tested at two doses, the higher about 12 µM
# Target sequence (P35462 whole entry, looked up): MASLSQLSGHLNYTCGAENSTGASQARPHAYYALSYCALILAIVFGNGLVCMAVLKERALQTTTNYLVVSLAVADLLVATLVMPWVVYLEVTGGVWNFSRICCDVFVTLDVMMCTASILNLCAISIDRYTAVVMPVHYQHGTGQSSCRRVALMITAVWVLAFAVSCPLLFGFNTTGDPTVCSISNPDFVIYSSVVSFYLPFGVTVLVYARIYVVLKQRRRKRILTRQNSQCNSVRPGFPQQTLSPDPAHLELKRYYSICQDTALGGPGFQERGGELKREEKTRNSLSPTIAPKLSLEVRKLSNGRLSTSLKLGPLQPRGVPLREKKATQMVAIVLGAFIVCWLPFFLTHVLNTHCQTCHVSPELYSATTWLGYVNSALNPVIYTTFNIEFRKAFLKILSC
#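 Agonist mode: compounds and dopamine controls were applied to plated cells for 90 min at 37 degrees C after an overnight attachment at 1500 cells/well. Luminescent read-out followed 30 - 60 minutes at room temperature with DiscoveRx detection reagent.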
# HT1080NT lethal: kills 2HG-producing HT-1080-NT fibrosarcoma cells; Potency, µM (doses to about 46.1 µM), without a hit: at the highest dose activity, negative = less viability, usual class: cytotoxic; hit rate 1.6% among 360,000; HT-1080-NT fibrosarcoma viability, CellTiter-Glo ATP luminescence, 48 h;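 note: NT is the 2HG producing partner of a matched IDH1 knockdown line; potency is the fitted concentration of half-maximal effect; 0% = DMSO-treated cells and -100% = media-only wells without cells; nearly all actives have a fitted effect of over 55% in size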
#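 HT-1080-NT; 750 cells/well; 5% FBS RPMI; 48 h compound, 37 degrees C; CellTiter-Glo luminescence; curve fitting and curve-class assignment.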
# SW480 rereplic: induces DNA re-replication in SW480 colon adenocarcinoma cells; AID 624297; hit rate 1.8% among 340,000; SW480 DNA re-replication, Hoechst DNA content imaging, 48 h; Potency, µM (series often up to 46.1 µM), inactives show top-dose re-replication activation, hits mostly activators; note: potency is the fitted concentration of half-maximal effect; % of control where 0% means no effect; nearly all actives have a fitted effect of over 55% in size
#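 Readout is total intensity of Hoechst-stained nuclei, excited at 405 nm and collected at 500-530 nm. Compound treatment lasted 48 hr at 37 C in 5% CO2 before staining.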
# D3 antag: D3 dopamine receptor (human) antagonism | hit rate 2.5% among 360,000 | D3R cells, DiscoveRx beta-arrestin luminescence, antagonist mode; active compounds read low | max response, negative = inhibition, %; in the data active = max response below about -50%; inconclusive = no clear call, values can overlap the other calls; note: % is set by controls: 0 for no effect and ±100 for the full control effect; mostly tested at two doses, the higher about 12 µM
#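 Cells expressing the human receptor were seeded at 1500 cells/well, incubated overnight at 37 degrees C in 5% CO2, then exposed to library compounds with dopamine controls for 90 minutes at 37 degrees C before luminescent detection.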
# IL1B secr inh: blocks inflammasome-driven IL-1 beta release; THP-1 LPS/ATP IL-1B secretion, AlphaLISA, 16 h; active compounds read low; activity change, % at 57.5 µM; hit rate 4.7% among 360,000; in the data active = activity change below about -50%; inconclusive = mostly about -30% to -49%; note: % is set by controls: 0 for no effect and ±100 for the full control effect
#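 THP-1 cells pretreated 1 hr with compounds (up to 57.5 uM final), then stimulated with LPS (250 ng/mL final) plus ATP (1.25 mM final); secreted IL-1B measured by AlphaLISA after 16 hr, decreased signal indicating inhibition.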
# KB-3-1 cytotox: kills parental KB-3-1 adenocarcinoma cells; Potency, µM (highest dose often 46.1 µM), inactives show at the highest dose activity change, negative = cytotoxic, usual class: cytotoxic; hit rate 1.4% among 400,000; KB-3-1 viability, CellTiter-Glo ATP luminescence, 72 h; note: potency is the fitted concentration of half-maximal effect; % is set by controls: 0 for no effect and ±100 for the full control effect; nearly all actives have a fitted effect of over 60% in size
#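 Cells are dispensed, compounds pinned in, plates held at 37 °C for 72 h, then CellTiter-Glo is added and luminescence read after 10 minutes. Cell line: parental KB-3-1 in phenol-red-free DMEM, 10% FBS.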
# KB-V1 MDR tox: kills drug-selected multidrug resistant KB-V1 cells | KB-V1 MDR cells viability, CellTiter-Glo, 72 h | Potency, µM (series often up to 46.1 µM), without a hit: at the highest dose activity change, negative = cytotoxicity, usual class: cytotoxic | hit rate 3.4% among 400,000; note: potency is the fitted concentration of half-maximal effect; % is set by controls: 0 for no effect and ±100 for the full control effect; nearly all actives have a fitted effect of over 60% in size
#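 Potencies derive from concentration-effect curves fitted to normalized luminescence (CellTiter-Glo) of KB-V1 cells treated for 72 h at 37 degrees C in phenol-red-free DMEM containing 10% FBS.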
# GLP1R ag: GLP-1 receptor (human) agonism. HEK293 GLP-1R CRE-luciferase, luminescence, 4-6 h; cells express a hypersensitive GLP-1R form. Potency, µM (doses to about 45.6 µM), inactives show top-dose activation, usual class: activators. hit rate 0.007% among 380,000. P43220. AID 624172; note: potency is the fitted concentration of half-maximal effect; % of control where 0% means no effect
# Target sequence (P43220 whole entry, looked up): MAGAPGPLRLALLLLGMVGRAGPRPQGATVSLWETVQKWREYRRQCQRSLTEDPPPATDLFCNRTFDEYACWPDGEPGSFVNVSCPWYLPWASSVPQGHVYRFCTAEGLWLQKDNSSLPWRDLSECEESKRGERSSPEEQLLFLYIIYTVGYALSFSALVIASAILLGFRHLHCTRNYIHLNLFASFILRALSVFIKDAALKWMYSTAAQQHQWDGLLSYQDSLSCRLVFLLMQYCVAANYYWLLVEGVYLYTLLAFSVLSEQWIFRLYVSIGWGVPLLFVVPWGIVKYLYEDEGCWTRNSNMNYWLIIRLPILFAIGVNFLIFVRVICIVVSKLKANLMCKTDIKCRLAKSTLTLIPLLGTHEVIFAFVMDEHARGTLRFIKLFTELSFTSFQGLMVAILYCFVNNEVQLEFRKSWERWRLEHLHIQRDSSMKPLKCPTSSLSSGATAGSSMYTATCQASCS
# Numbers without * were called inactive; ? = inconclusive; . = no result given; & = joins results of further samples; [ ] = another dose, or the depositor's remark. Unless noted, calls come from the whole dose curve; as a rule, active = well fitted curve in the direction sought with a large enough effect; inconclusive = small, poorly fitted or top-dose-only effect, or another doubt; inactive = no such curve, though single readings can be large; an effect the other way counts as inactive or inconclusive. Rows are unselected; any-hit rate near 12%.
SMILES,HT1080 IDH1KD tx,DRD3 agonist,HT1080NT lethal,SW480 rereplic,D3 antag,IL1B secr inh,KB-3-1 cytotox,KB-V1 MDR tox,GLP1R ag
Cc1cccc(-c2noc(CSc3ccccc3)n2)c1,12%,3,16%,-7%,-2,4,18%,-2%,-1%
Cc1cc(C(=O)N2CCC2(C)C(=O)O)nn1C(C)(C)C (stereo not drawn),-2%,0,24%,.,25,4,0%,3%,-5%
CC1CCN(c2ccc(S(=O)(=O)NC3=NCCCCC3)cc2[N+](=O)[O-])CC1,-16%,0,?,-11%,4,-6,?,21µM*,11%
COc1ccc(OCC(=O)c2c[nH]c3ccccc23)cc1,2%,-9,-1%,-5%,-7,-6,8%,-8%,0%
CCOc1cccc2sc(Cl)nc12,31%,-15,17%,-2%,-12,-1,1%,5%,0%
O=C(NCCC1CCCCN1S(=O)(=O)c1ccc(F)cc1)C(=O)NCCN1CCOCC1 (stereo not drawn),13%,2,10%,-3%,14,-4,2%,18%,1%
COC(=O)c1ccc(COc2ccc3ccc(=O)oc3c2)o1,14%,-11,4%,0%,-2,36,21%,-1%,-7%
Cc1cc(C)cc(NC(=O)C(OC(=O)c2ccc(O)cc2)c2ccccc2)c1 (stereo not drawn),-5%,-15,0%,-20%,-21,11,-30%,6%,-3%
CCOc1ccc(CCNC(=O)C2CCCN(S(=O)(=O)N3CCOCC3)C2)cc1OCC (stereo not drawn),3%,1,7%,0%,-15,18,4%,7%,-2%
O=C(/C=C/c1ccc(Cl)cc1)NC(=S)Nc1ccc(N2CCOCC2)c(Cl)c1,?,-2,?,4%,8,9,?,?,-7%
N#Cc1ccc(Oc2ccc(C(F)(F)F)cc2NC(=O)c2ccc(F)cc2)cc1,-28%,5,-16%,-15%,16,-26,0%,15%,16%
COCCNC(=S)Nc1ccc2nc(N3CCOCC3)cc(C)c2c1,1%,0,-2%,-2%,-2,-5,0%,1%,-5%
CC1(c2ccccc2Cl)NC(=O)N(CC(=O)c2ccc3c(c2)OCO3)C1=O (stereo not drawn),4%,9,4%,?,8,17,-2%,-8%,10%
CCn1cc([C@@H]2C[C@H]3CN(Cc4cccc(Cl)c4)C(=O)[C@]34CCCN24)cn1,4%,9,6%,-46%[inhibitor],-1,-1,3%,-1%,11%
Cc1c(C)n(C(=O)CSc2nc3ccccc3[nH]2)c2ccccc12,-4%,-3,-2%,-4%[9.22 µM],?,24,0%,3%,-1%
CCOC(=O)NC(=O)CSc1nnnn1-c1ccc(Cl)cc1,0%,6,11%,5.2µM*,33,-24,6%,11%,2%
O=C1CC(c2ccccc2)=Nc2ccc(Br)cc2N1,-5%,-12,-6%,?,-21,-7,?,15µM*,15%
CCOc1ccc(NC(=O)N2CCC(c3nc4ccccc4o3)CC2)cc1,4%,4,1%,14%,23,-14,-14%,-18%,3%
O=C(COC(=O)c1cc(NS(=O)(=O)c2cccs2)ccc1O)Nc1cc(Cl)ccc1Cl,-14%,0,3%,-6%,4,20,7%,-10%,8%
N/C(=N\OC(=O)c1cccc(Cn2cc(C(F)(F)F)ccc2=O)c1)c1ccccc1,-7%,3,-3%,?,0,0,1%,?,6%
O=C(COc1ccc(Cl)cc1Cl)N1CCN(c2ccccn2)CC1,-10%,-5,-19%,8%[1.84 µM],-13,-11,0%,-19%,8%
COc1ccc(NC(=O)C2CCC(CNc3c(N4CCCCC4)c(=O)c3=O)CC2)cc1OC (stereo not drawn),1%&16%,21&-6,0%&-1%,3%&-9%,6&-4,40&-5,1%&-1%,-13%&22%,7%&3%
CN(C1CCS(=O)(=O)C1)S(=O)(=O)c1ccc(C2CCCCC2)cc1 (stereo not drawn),-2%,20,0%[9.24 µM],-5%,8,21,-30%,-20%,5%
COc1cc(C(=S)N2CCOCC2)cc(Br)c1OS(=O)(=O)c1ccccc1,-2%,8,1%,-45%[inhibitor],14,14,-5%,2%,3%
CCCCC(=O)Nc1ccc(F)c(Cl)c1,6%,1,12%,3%,11,-3,-19%,-31%,-1%

# Remaining list, next part
SMILES,HT1080 IDH1KD tx,DRD3 agonist,HT1080NT lethal,SW480 rereplic,D3 antag,IL1B secr inh,KB-3-1 cytotox,KB-V1 MDR tox,GLP1R ag
O=[N+]([O-])c1ccccc1OCCCCN1CCCCC1,-1%,-29,6%,8%,-89*,16,?,-24%,-11%
CCCc1cc(=O)[nH]c(Nc2ccc3c(c2)OCCO3)n1,3%,4,1%,-1%,16,23,3%,0%,15%
COc1ccc([C@@H]2CC(=O)c3c(O)cc(O[C@@H]4OC(CO[C@@H]5OC(C)[C@H](O)[C@H](O)C5O)[C@@H](O)[C@@H](O)C4O)cc3O2)cc1O (stereo partly drawn),9%,-15,9%,-7%,-12,26,0%,15%,-5%
N#C/C(=C\c1ccc(Sc2ccc(Cl)cc2)o1)c1nc2ccccc2[nH]1,-6%,15,-2%,?,25,0,0%,15µM*,0%
CCCCNc1c(-c2ccc(SC(C)CC)cc2)nc2ccc(Cl)cn12 (stereo not drawn),-3%,-14,-6%,.,-24,0,?,?,?
O=C(C[C@H]1C/C=C\CCC(=O)OC[C@H]2CCCN2C1=O)NCCO,13%,6,15%,-1%,3,16,11%,7%,-3%
CSc1nc2ncc(-c3ccsc3)c(N)n2n1,0%,-3,3%,-1%,1,-4,26%,-11%,2%
CCOC(=O)C1(C)NC(c2cccs2)C2C(=O)N(c3ccccc3)C(=O)C21 (stereo not drawn),19%,4,15%,-7%,3,0,-1%,-3%,9%
O=C(c1ccc2c(c1)N(Cc1ccccc1F)C(=O)c1ccccc1S2(=O)=O)N1CCN(c2ccccn2)CC1,.,-7,.,.,.,.,?,-24%,-1%
O=C(Cc1ccccc1)N1CCN(c2ccc([N+](=O)[O-])cc2)CC1,-11%,3,-7%,-6%,1,0,-6%,-25%,9%
COc1ccc(-c2[nH]ncc2CN2CCN(c3ccccn3)CC2)c(OC)c1,9%,-11,17%,-62%[inhibitor][1.84 µM],-26,2,-1%,-9%,0%
Cc1ccc(C)c(N2CCN(c3cnn(-c4nc5ccccc5s4)c(=O)c3Cl)CC2)c1,8%,2,7%,-2%,-7,-5,0%,0%,-13%
CCCN1CCC2(CC1)NC(C(=O)O)Cc1c2[nH]c2ccccc12 (stereo not drawn),-13%,-2,0%,2%,10,2,-2%,0%,-3%
COc1cccc(C(=O)Nn2c(C)nnc2-n2nc(C)cc2C)c1,8%,0,7%,0%,21,11,-1%,9%,-12%
CC(=O)c1nc2ccccc2n1CCc1ccccc1,8%,2,10%,-22%,4,58,-4%,11%,19%
CC(=O)NC(c1ccccc1)c1nc(-c2cc3ccccc3o2)cs1 (stereo not drawn),-17%,-3,?,.,-7,12,0%,-10%,25%
Cc1c(C(=O)Nc2cccc(S(=O)(=O)N3CCOCC3)c2)oc2ccccc12,0%,4,11%,1%,6,17,-11%,-13%,9%
CCCCCC#CCN1CCN(C23CC4CC(CC(C4)C2)C3)CC1,6%,-6,0%,-13%,-25,18,6%,-4%,-2%
COc1ccc(C(=O)N/N=C(\c2ccccc2)c2ccccn2)cc1,?,-13,?,?,-56*,-23,-34%,0.65µM*,-39%[inhibitor]
Cc1ccc2[nH]c3c(c2c1)CCCC3C(N)=O (stereo not drawn),-1%,-1,-3%,13%,-8,33,1%,-8%,1%
COC(=O)[C@]12CCCCC=C1N(Cc1cccc3ccccc13)C(=O)[C@H](CC(=O)NCc1ccc(C)o1)C2,?,-4,-28%,.,-20,0,-9%,?,1%
CC(CN1CCN(C)CC1)OC(=O)c1ccc(F)cc1 (stereo not drawn),12%,-17,14%,6%,-19,10,-8%,17%,0%

# Given as tab-separated lines: entries from further up.
canonical_smiles	HT1080 IDH1KD tx	DRD3 agonist	HT1080NT lethal	SW480 rereplic	D3 antag	IL1B secr inh	KB-3-1 cytotox	KB-V1 MDR tox	GLP1R ag
O=C(Cc1ccccc1)N1CCN(c2ccc([N+](=O)[O-])cc2)CC1	-11%	3	-7%	-6%	1	0	-6%	-25%	9%
COc1ccc(-c2[nH]ncc2CN2CCN(c3ccccn3)CC2)c(OC)c1	9%	-11	17%	-62%[inhibitor][1.84 µM]	-26	2	-1%	-9%	0%
Cc1ccc(C)c(N2CCN(c3cnn(-c4nc5ccccc5s4)c(=O)c3Cl)CC2)c1	8%	2	7%	-2%	-7	-5	0%	0%	-13%
CCCN1CCC2(CC1)NC(C(=O)O)Cc1c2[nH]c2ccccc12 (stereo not drawn)	-13%	-2	0%	2%	10	2	-2%	0%	-3%
COc1cccc(C(=O)Nn2c(C)nnc2-n2nc(C)cc2C)c1	8%	0	7%	0%	21	11	-1%	9%	-12%

# Looked up one by one from the entries so far, 4 records:
SMILES,HT1080 IDH1KD tx,DRD3 agonist,HT1080NT lethal,SW480 rereplic,D3 antag,IL1B secr inh,KB-3-1 cytotox,KB-V1 MDR tox,GLP1R ag
COc1ccc(-c2[nH]ncc2CN2CCN(c3ccccn3)CC2)c(OC)c1,9%,-11,17%,-62%[inhibitor][1.84 µM],-26,2,-1%,-9%,0%
CC(=O)c1nc2ccccc2n1CCc1ccccc1,8%,2,10%,-22%,4,58,-4%,11%,19%
Cc1ccc2[nH]c3c(c2c1)CCCC3C(N)=O (stereo not drawn),-1%,-1,-3%,13%,-8,33,1%,-8%,1%
O=C(c1ccc2c(c1)N(Cc1ccccc1F)C(=O)c1ccccc1S2(=O)=O)N1CCN(c2ccccn2)CC1,.,-7,.,.,.,.,?,-24%,-1%
